Screening data deposited in PubChem by National Center for Advancing Translational Sciences (NCATS).
aGlu spleen mod: inhibitors or activators of human alpha-glucosidase in spleen homogenate; Potency, µM (top dose mostly 79.9 µM), inactives show at the top dose activity change, negative = inhibition, usual class: inhibitors; 240,000 compounds, 0.006% hits; P10253; AID 2112; human spleen homogenate, 4-MU-alpha-glucoside fluorescence;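 further: 0% = enzyme with vehicle and -100% = no enzyme basal signal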
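AC50 values come from Hill-equation fits of concentration-response data, normalized to no-enzyme and full-activity controls. Enzyme source: 1 ug human spleen homogenate; 1 mM fluorogenic 4-MU glucoside, pH 5.0 citrate buffer, 37 C, 40 min.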
GAA inhib: blocks human lysosomal alpha-glucosidase; P10253; purified human GAA, 4-MU-alpha-glucoside fluorescence; Potency, µM (series often up to 76.9 µM), inactives show top-dose activity change, negative = inhibition, actives largely listed as inhibitors; 200,000 compounds, 0.005% hits; AID 1466;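 further: plate controls were uninhibited enzyme wells for no effect and no-enzyme background for full effect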
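Fluorogenic assay: 4 nM human alpha-glucosidase with 400 uM 4-methylumbelliferyl-alpha-D-pyranoside in 50 mM citrate/phosphate, 0.005% Tween-20, pH 5.0, 20 min at room temperature. Compounds tested up to 77 uM; AC50 from Hill fits.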
GAA glycogen mod: GAA glycogen-cleavage inhibition or activation; 300,000 compounds, 0.38% hits; recombinant GAA, glycogen substrate, Amplex Red glucose oxidase fluorescence; Potency, µM (titrated, usually from 76.4 µM), for the others: at the top dose activity change, negative = inhibition, most hits filed as inhibitors;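 further: 0% = full enzyme reaction and -100% = no-enzyme basal signal; the screen sought inhibitors and activators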
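Recombinant enzyme (4 nM final) with compounds titrated up to 77 uM and bovine liver glycogen (30 ug) in citrate pH 5.0, 0.01% Tween-20, 37 C 40 min. Released glucose detected by Amplex Red/glucose oxidase (Ex 573/Em 610); AC50 from Hill fits.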
ALDH1A1 block: blocks purified human ALDH1A1 activity; 220,000 compounds, 7.3% hits; P00352; AID 1030; Purified ALDH1A1, NADH fluorescence, propionaldehyde substrate; Potency, µM (doses to about 75.3 µM), for inactives: at the top dose activity, negative = inhibition, hits mostly inhibitors; active means well fitted inhibition curve with a large enough effect, not every such curve was filed as active; inconclusive means small, poorly fitted or top-dose-only effect, or another doubt; inactive means no such curve, though single readings can be large or run the other way;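 further: plate controls were no enzyme wells and a reference inhibitor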
Target sequence (P00352 whole entry, looked up): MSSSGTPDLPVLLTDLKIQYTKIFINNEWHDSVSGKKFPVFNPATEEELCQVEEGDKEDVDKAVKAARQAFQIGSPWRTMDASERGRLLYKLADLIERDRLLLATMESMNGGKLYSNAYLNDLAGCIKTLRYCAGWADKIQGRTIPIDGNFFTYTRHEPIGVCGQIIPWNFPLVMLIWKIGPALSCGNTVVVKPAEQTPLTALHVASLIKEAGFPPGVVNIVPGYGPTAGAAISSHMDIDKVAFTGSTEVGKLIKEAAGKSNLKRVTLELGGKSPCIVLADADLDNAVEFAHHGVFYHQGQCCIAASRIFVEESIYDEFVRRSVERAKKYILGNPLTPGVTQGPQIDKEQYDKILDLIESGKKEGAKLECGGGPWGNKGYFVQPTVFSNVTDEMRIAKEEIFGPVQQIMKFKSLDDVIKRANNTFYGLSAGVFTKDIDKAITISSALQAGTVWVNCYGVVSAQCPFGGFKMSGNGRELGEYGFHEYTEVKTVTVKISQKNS
NPSR antagonist: blocks cAMP signaling of the human neuropeptide S receptor | 220,000 compounds, 1% hits | Potency, µM (titrated, usually from 38.3 µM), for the others: at the top dose activity change, negative = inhibition, hits mostly inhibitors | Q6W5P4 | CHO-NPSR cells, cAMP TR-FRET, antagonist mode; further: on the % scale 0 is the no-effect control and ±100 the full control effect; nearly all actives have a fitted effect of over 50% in size; many of its hits are not listed in these tables
Target sequence (Q6W5P4 whole entry, looked up): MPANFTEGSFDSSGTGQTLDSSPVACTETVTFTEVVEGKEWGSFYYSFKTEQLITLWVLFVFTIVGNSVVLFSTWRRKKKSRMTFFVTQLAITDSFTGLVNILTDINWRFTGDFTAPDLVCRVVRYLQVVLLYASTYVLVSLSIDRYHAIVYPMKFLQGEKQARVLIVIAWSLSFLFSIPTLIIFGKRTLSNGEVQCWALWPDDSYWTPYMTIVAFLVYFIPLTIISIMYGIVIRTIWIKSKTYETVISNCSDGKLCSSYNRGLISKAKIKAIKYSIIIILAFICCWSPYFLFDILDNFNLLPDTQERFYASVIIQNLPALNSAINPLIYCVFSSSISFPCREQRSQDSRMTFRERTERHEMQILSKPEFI
Epigenetic derep: epigenetic control regulation, reporter derepression | murine LDR cells, GFP reporter derepression, 30 h | Potency, µM (series often up to 53.9 µM), for inactives: at the highest dose GFP activation, usual class: activators | 280,000 compounds, 0.2% hits | AID 1865; further: % of control where 0% means no effect; nearly all actives have a fitted effect of over 60% in size
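Readout is the number of GFP-expressing murine LDR cells, counted by cytometry following washing. Cells were treated with compound for 30 h at 37 C; the stably integrated CMV-GFP locus is normally silent.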
aGal spleen mod: alpha-galactosidase A (human) modulation; human spleen homogenate, 4MU-alpha-Gal fluorescence, 40 min; Potency, µM (top dose mostly 80 µM), for inactives: at the top dose activity change, negative = inhibition, actives largely listed as inhibitors; 240,000 compounds, 0.008% hits;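 further: 0% = enzyme with vehicle and -100% = no enzyme basal signal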
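Human spleen homogenate (1 ug) as enzyme source, 4-methylumbelliferyl-alpha-D-galactopyranoside 1 mM final, citrate/phosphate pH 5.0 with 0.01% Tween-20. Compounds 40 min at 37C, NaOH/glycine stop; fluorescence Ex 365/Em 440, Hill-fit AC50.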
Tau fluor counter: counter-screen for tau fibril formation inhibitors. 280,000 compounds, 0.93% hits. Potency, µM (titrated, usually from 57.7 µM), for inactives: top-dose activity change, negative = decrease. tau K18 P301L (four-repeat tau fragment) Alexa594 fluorescence, heparin fibrillization. AID 1463; further: on the % scale 0 is the no-effect control and ±100 the full control effect; nearly all actives have a fitted effect of over 55% in size
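Human K18 P301L tau (15 uM unlabeled plus 0.24 uM Alexa 594-labeled, final) in 100 mM sodium acetate pH 7 was mixed with compound and 20 uM heparin and incubated 6 hr at 37 C.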
* hit, by the source's call; ? = inconclusive; · = no result given; & = joins results of further samples; [ ] = remark or other dose. Unless noted, the call rests on the fitted dose curve; in most records, active means well fitted curve in the direction sought with a large enough effect; inconclusive means small, poorly fitted or top-dose-only effect, or another doubt; inactive means no such curve, though single readings can be large; an effect the other way counts as inactive or inconclusive. Potency means the concentration at half of the fitted maximal effect. A portion of the library; the hit share may differ from the screen's.

SMILES	aGlu spleen mod	GAA inhib	GAA glycogen mod	ALDH1A1 block	NPSR antagonist	Epigenetic derep	aGal spleen mod	Tau fluor counter
Cc1cc(NC(=O)Cn2nc(C(F)(F)F)c3c2CCC3)no1	-8%	-3%	0%	18%	-17%[46.1 µM]	9.4%	-7%	-6%
CC(=O)Nc1ccc(OCC(O)CN2CCN(S(=O)(=O)c3ccc(NC(C)=O)cc3)CC2)cc1 (configuration not stated)	-7%	-11%	10%	-1%	-23%[46.1 µM]	2.0%	-1%	-3%
CSCCC(NC(=O)c1ccc(Cl)cc1)C(=O)OCC(=O)Nc1ccc(C#N)cc1 (configuration not stated)	-2%	4%	-11%	-12%	1%	-1.1%	-2%	?
COCC(C)NC(=O)/C=C/c1ccc(OC)cc1 (configuration not stated)	-2%	4%	9%	1%	7%	-4.9%	-1%	-1%
COC(=O)c1cn(CC(=O)NC2CCCCC2)c2ccccc12	0%	-2%	-2%	11%	-3%[46.1 µM]	-3.0%	8%	6%
Cc1ccc([N+](=O)[O-])c(OCCN2CCCCCC2)c1	-17%	-1%	9%	15µM*	10%	0.0%	-2%	4%
CC(C)Oc1cc(NC(=O)CS(=O)(=O)CC(=O)N(C)C)c(Cl)cc1Cl	7%	·	-2%	6%	8%	-0.2%	10%	-2%
CCOc1ccc(/C=N/NC(=O)CC(=O)NCc2ccccc2)cc1	-2%	1%	-3%	-2%	2%	9.3%	7%	-7%
CCOC(=O)NC1C=CS(=O)(=O)C1 (configuration not stated)	1%	-8%	6%	6%	4%[46.1 µM]	-0.5%	4%	-1%
CN(C)c1ccc(C(CNC(=O)c2ccccc2Br)c2c[nH]c3ccccc23)cc1 (configuration not stated)	2%	9%	-20%	7.9µM*	-33%	3.0%	-7%	?
COc1cc(/C=C(\C#N)c2nc3ccccc3s2)ccc1OCC(=O)Nc1ccccc1	-3%	1%	-6%	-1%	-24%	3.2µM*	-1%	-2%
CS(=O)(=O)N1CCC(C(=O)NCCC2=CCCCC2)CC1	4%	1%	-10%	?	-6%[46.1 µM]	-1.1%	11%	4%
Cc1cc(N2CCN(C3CCCCC3)CC2)n2nc(C)nc2n1	-6%	?	9%	-1%	14%	-1.2%	-1%	-5%
Nc1ncnc(NC2CCS(=O)(=O)C2)c1[N+](=O)[O-] (configuration not stated)	0%	·	-1%	·	-1%[7.67 µM]	0.0%	5%	-4%
COc1ccc(C(CNC(=O)c2cncc(Br)c2)N(C)C)cc1 (configuration not stated)	-1%	2%	-4%	-7%	8%	2.9%	-1%	-6%
Cc1nn(C(=O)CNC(=O)c2ccccc2)c(C)c1C	-1%	-1%	0%	-4%	14%	-0.2%	3%	-11%
O=C(c1ccc2c(=O)n(C3CCCC3)c(=S)[nH]c2c1)N1CCCCCC1	-6%	3%	-19%	?	-36%	0.0%	-4%	-10%
COc1ccc(CCCC(=O)NC2CCCCC2)cc1	-11%	12%	-3%	7%	-11%[46.1 µM]	-1.1%	2%	3%
CC(=O)Oc1ccc2c(=O)c(Oc3ccccc3)coc2c1OC(C)=O	-12%	8%	-18%	-14%	-4%	-0.9%	-7%	-13%
Cc1nn(Cc2ccccc2)c(Cl)c1C(=O)NCc1ccco1	4%	-1%	3%	4%	-7%	-0.1%	29%	0%

Retrieved one by one from the entries so far, 3 records:
SMILES	aGlu spleen mod	GAA inhib	GAA glycogen mod	ALDH1A1 block	NPSR antagonist	Epigenetic derep	aGal spleen mod	Tau fluor counter
CS(=O)(=O)N1CCC(C(=O)NCCC2=CCCCC2)CC1	4%	1%	-10%	?	-6%[46.1 µM]	-1.1%	11%	4%
CN(C)c1ccc(C(CNC(=O)c2ccccc2Br)c2c[nH]c3ccccc23)cc1 (configuration not stated)	2%	9%	-20%	7.9µM*	-33%	3.0%	-7%	?
COc1ccc(C(CNC(=O)c2cncc(Br)c2)N(C)C)cc1 (configuration not stated)	-1%	2%	-4%	-7%	8%	2.9%	-1%	-6%

Remaining list, next part.
SMILES	aGlu spleen mod	GAA inhib	GAA glycogen mod	ALDH1A1 block	NPSR antagonist	Epigenetic derep	aGal spleen mod	Tau fluor counter
C=CCNc1nc(S(=O)Cc2ccc(C)cc2)nc2c1CCCC2 (configuration not stated)	2%	-2%	0%	1%	10%	2.6%	3%	1%
CCOC(=O)c1c(C)n(C)c2ccc(O)c(CN(CC)CC)c12	-2%	-3%	?	-6%	-7%[46.1 µM]	-1.2%	-1%	0%
O=c1cnn(-c2ccccc2)c(-c2ccccc2)c1	3%	2%	4%	?	-22%[46.1 µM]	-3.9%	7%	-3%
CCc1nc2sc3c(Cl)ncnc3c2c2c1CCCC2	5%	·	3%	·	5%	0.0%	0%	-6%
Cc1cc(C)nc(SCc2ccc(C(=O)NN=C3CCCC3)cc2)n1	-1%	-6%	-16%	2.8µM*	10%	-4.0%	-14%	-7%
CC(=O)NCCC(=O)N1CCc2c([nH]c3ccccc23)C1c1cccc(C)c1 (configuration not stated)	3%	?	-11%	-15%	-12%	1.0%	3%	-5%
COc1ccc(-c2coc3cc(OC)cc(O)c3c2=O)cc1	1%	1%	-1%	-1%	-9%[46.1 µM]	-0.9%	11%	-10%
COC(=O)C(Cc1ccccc1)NC(=O)CSc1nc(C)cc(=O)[nH]1 (configuration not stated)	4%	-2%	10%	9%	-10%[46.1 µM]	1.8%	-4%	-10%
COc1ccc(NC(=O)N2CCC(n3nnc4cc(C)ccc43)CC2)cc1	-22%	-2%	-1%	2%	-8%[46.1 µM]	0.2%	1%	-8%
O=C(CCN1C(=O)/C(=C/c2ccccc2Cl)SC1=S)NNC(=O)c1cccnc1	1%	·	1%	·	-4%	3.0%	-2%	-25%
c1ccc(NCc2nnc3n2CCCCC3)cc1	-8%	-2%	2%	9%	-4%[46.1 µM]	-1.3%	4%	4%
COc1ccc(NC(=O)C(OC(=O)c2ccc([N+](=O)[O-])o2)c2ccccc2)cc1Cl (configuration not stated)	-3%	-1%	7%	2.5µM*	-20%	0.0%	-2%	2%
COC(=O)C1CCN(C(=O)C(C)Oc2ccc(Cl)cc2Cl)CC1 (configuration not stated)	-8%	-5%	-3%	?	-24%[46.1 µM]	0.9%	0%	-3%
CC1(C(=O)NCc2cc(F)cc(C(F)(F)F)c2)C=CC2(CCCCC2)N1C(=O)c1ccccc1 (configuration not stated)	-6%&1%	-10%	0%	-2%&3%	-30%	1.2%&-0.2%	-3%&14%	-18%&-2%
Cc1cc(C)nc(/N=C(\NC(=O)C(C)(C)C)Nc2ccccc2)n1	4%	6%[15.4 µM]	4%	1%	-1%	1.9%	-5%	-12%
COc1cccc(C2[C@H](C)C3(CCN2C)OCCO3)c1 (some centres not stated)	1%	-11%	-4%	-6%	2%	2.1%	8%	2%
CCc1cc2c(nc1CC)CCN(CC/C(C)=N/O[C@@H]1O[C@H](COC(C)=O)[C@H](OC(C)=O)[C@H](OC(C)=O)[C@H]1OC(C)=O)C2	4%[17.4 µM]	·	·	17%[13.5 µM]	·	0.0%[10.1 µM]	10%[17.5 µM]	-8%[11.6 µM]
Cc1ccc(C)n1-c1ccc(C(=O)NN)cc1	0%	-1%	14%	-3%	-7%[46.1 µM]	0.0%	-5%	-9%
Cc1[nH]c2ccccc2c1C(=O)COc1ccccc1	-4%	?	7%	-2%	54%	3.8%	-1%	-20%
Cc1ccc(-n2nc(C)c3c2OC(N)=C(C#N)C3c2ccc(C)o2)cc1 (configuration not stated)	-6%	2%	?	1.6µM*	-13%[46.1 µM]	-1.2%	-8%	?
C=CC1=C(C(=O)O)N2C(=O)C(NC(=O)Cc3ccccc3)C2SC1 (configuration not stated)	-12%	-2%	-6%	-17%	-1%[46.1 µM]	-4.0%	18%	-14%
O=C1CCCN1CCCNc1ncnc2c1cnn2-c1ccc(Cl)cc1	2%	0%	2%	?	-10%[46.1 µM]	2.2%	4%	-7%
CN(C)CC(C(=O)c1ccccc1)c1ccccc1 (configuration not stated)	-1%	-3%	1%	-3%	-22%[46.1 µM]	?	3%	13%
Cc1nn(-c2ccccn2)c2c1-c1nc(N3CCOCC3)ncc1CC2	3%	-3%	-3%	?	-3%[46.1 µM]	-2.1%	4%	-7%
COc1cccc(-n2nnnc2SCC(=O)c2ccc(NC(C)=O)cc2)c1	3%	-5%	-4%	8%	-6%[46.1 µM]	-2.3%	15%	-28%
COc1ccc(N2CCN(C(=O)Cn3cnc4c3c(=O)n(C)c(=O)n4C)CC2)cc1	6%	-1%	-3%	8%	6%	-0.5%	-7%	-6%
CCOc1ccc(CC2S/C(=N/N=C/c3ccco3)NC2=O)cc1 (configuration not stated)	10%	-1%	2%	-3%	0%	0.9%	-6%	-5%
COc1c(C)c2c(c(O)c1CC=C(C)CCC(=O)OCCN1CCOCC1)C(=O)OC2	3%	·	·	?	·	-1.6%	16%	-4%
Cc1ccc(C(=O)COC(=O)CNC(=O)C(c2ccccc2)c2ccccc2)cc1[N+](=O)[O-]	-16%	5%	5%	?	-14%[46.1 µM]	2.3%	-3%	-7%
COc1ccc(-n2c(C)cc(C(=O)Cn3nc(C(=O)O)c4ccccc4c3=O)c2C)cc1	-9%	-6%	-2%	15%	-1%	0.0%	3%	-8%
Cc1csc(NC(=O)CN2C(=O)C3CC=CCC3C2=O)n1 (configuration not stated)	-10%	-1%	-1%	6%	-8%[46.1 µM]	-3.0%	8%	-7%
O=C(Nc1cc2c(cc1Cl)OCCCO2)c1ccco1	-5%	-1%	2%	-7%	9%	-1.0%	-2%	-4%
Cn1c(=O)c(=O)n(C)c2cc(S(=O)(=O)NCCc3ccccc3)ccc21	-5%	-16%	0%	-14%	-5%[46.1 µM]	-0.9%	-5%	-2%
O=C(NNC(=O)c1cccc(Br)c1)Nc1ccc(Cl)cc1	-24%	8%	-10%	2%	13%	3.1%	-6%	-10%
Cc1nn(CCC#N)c2nc(-c3ccccc3)cc(C(F)(F)F)c12	2%	-12%	-4%	?	-16%[46.1 µM]	2.2%	4%	-5%
COc1cccc(-n2nnnc2SCC(=O)NCc2ccc3c(c2)OCO3)c1	2%	7%	-3%	?	-10%[46.1 µM]	-1.8%	-3%	-15%
O=C(CN(C(=O)CCC(=O)Nc1nccs1)c1cccc(F)c1)NCC1CCCO1 (configuration not stated)	-2%	11%	2%	-9%	0%[46.1 µM]	1.0%	0%	-2%
